Lipid storage S3 = qHTS Assay for Lipid Storage Modulators in Drosophila S3 Cells; Drosophila S3 cells, BODIPY lipid droplet fluorescence, 18-24 h; cells fed with added oleic acid; lipid storage change, negative = inhibition, % at the top dose, mostly 46.1 µM; hits show Potency in µM; 0.64% of 320,000 active; active = well fitted inhibition curve with a large enough effect in the signal ratio, with a control signal flat, not every such curve was filed as active; inconclusive = small, poorly fitted or top-dose-only effect, or effect the other way, or a change in a side signal; the % refers to the signal ratio
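Drosophila S3 cells loaded with oleic acid (400 uM, as added) and compounds at several concentrations; lipid droplets imaged by 488-nm laser-scanning cytometry, 500–530 nm intensity and object ratio to cell channel. Percent activity normalized to 20 uM Triacsin C.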
Lipid storage S3 cell count max = second read-out of Lipid storage S3, no call of its own (marks repeat the call); cell number change, %; measured here: cell count max response;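 cells counted by Cell Tracker Red CMTPX staining in the red channel; peak over a dose series mostly up to 46.1 µM; percent activity relative to internal control wells on each plate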
Numbers without * were called inactive; i = inactive; ? = inconclusive; · = not tested or not shown; [ ] = remark or other dose. % is scaled to controls: 0 for no effect and ±100 for the full control effect; potency is read from the fitted curve at half-maximal effect.

Values run as follows: Lipid storage S3 cell count max | Lipid storage S3
- COc1ccc(S(=O)(=O)N2CCCCC2)cc1NC(=O)C1CC(=O)N(c2ccc3c(c2)OCCO3)C1 (stereo not given)
    · | ?
- O=C(NCc1ccco1)c1ccc(-c2ccc(Cl)cc2)o1
    · | ?
- CCOc1ccc(C(=O)COC(=O)CC)cc1
    · | ?
- COC(=O)C(Cc1ccc(O)cc1)NC(=O)C(C)Oc1ccccc1 (stereo not given)
    1 | i
- Cn1nnc2cc(C(=O)NC3CCCCC3)ccc21
    · | ?
- COc1ccc(-c2csc(NC(=O)CCCc3cccs3)n2)cc1
    10 | 12%
- COC(=O)c1ccc2nc(NC(=O)C3CC3)sc2c1
    · | ?
- CCCCNC(=O)CSc1cc(=O)n(C)c2ccccc12
    · | ?
- O=C(C1CCCN(S(=O)(=O)c2cnc[nH]2)C1)N1CC(=O)N(CCc2ccccc2)C(=O)C1 (stereo not given)
    -1 | 15%
- CC(C)(CNC(=O)c1ccc(NS(=O)(=O)c2ccc(F)c(F)c2)cc1)N1CCOCC1
    · | ?
- Cc1n[nH]c(C)c1S(=O)(=O)N1CCN(C(=O)c2ccco2)CC1
    7 | 3%
- Cc1ccc(-c2c(C(=O)N/N=C/c3ccco3)nnn2-c2nonc2N)cc1
    -15 | i
- COc1cc(S(=O)(=O)N2CCN(c3ccccc3F)CC2)c(OC)cc1Cl
    2 | 6%
- O=C(CNCc1cccc2ccccc12)Nc1ccccc1[N+](=O)[O-]
    · | ?
- Cc1cccc(N2CCN(C(=O)CN3C(=O)C4CC=CCC4C3=O)CC2)c1C (stereo not given)
    · | ?
- O=C(COC(=O)c1ccccc1NCCO)NCc1cccs1
    · | ?
- Cn1cc(/C=C(\NC(=O)c2ccccc2Cl)C(=O)NCCCN2CCOCC2)c2ccccc21
    · | ?
- Clc1ccc(/C=N/Nc2ccccn2)cc1
    -12 | -1%
- Brc1ccc(-c2cnco2)cc1
    -6 | -6%
- COc1cccc(NC(=O)COC(=O)c2c(NC(C)=O)sc(C)c2C)c1
    · | ?

Compounds from the list above with an NH in an aromatic ring:
Values run as follows: Lipid storage S3 cell count max | Lipid storage S3
- O=C(C1CCCN(S(=O)(=O)c2cnc[nH]2)C1)N1CC(=O)N(CCc2ccccc2)C(=O)C1 (stereo not given)
    -1 | 15%
- Cc1n[nH]c(C)c1S(=O)(=O)N1CCN(C(=O)c2ccco2)CC1
    7 | 3%

Random excerpt: 2 records from the list
Values run as follows: Lipid storage S3 cell count max | Lipid storage S3
- Brc1ccc(-c2cnco2)cc1
    -6 | -6%
- Clc1ccc(/C=N/Nc2ccccn2)cc1
    -12 | -1%

The listing picks up; the 3 compounds before the break are reprinted first.
Values run as follows: Lipid storage S3 cell count max | Lipid storage S3
- Clc1ccc(/C=N/Nc2ccccn2)cc1
    -12 | -1%
- Brc1ccc(-c2cnco2)cc1
    -6 | -6%
- COc1cccc(NC(=O)COC(=O)c2c(NC(C)=O)sc(C)c2C)c1
    · | ?
- N#CC1=C(N)NC(SCc2ccc(Br)cc2)=C(C#N)C12CCCCC2
    · | ?
- CCC(=O)Oc1ccc(C/C(=N\O)c2ccc(O)cc2O)o1
    · | ?
- COc1cccc(N2CCN(C(=O)c3cc4c(=O)n(Cc5ccccc5)ccc4nc3C)CC2)c1
    -13 | 17%
- COC(=O)c1c(C)[nH]c(-c2csc(N)n2)c1C
    · | ?
- Cn1cccc1/C=N/n1c(-c2ccc(Cl)cc2Cl)n[nH]c1=S
    · | ?
- Cc1ncc(CN2CCCC(C(=O)Nc3ccc(-c4ccco4)cc3)C2)n1C (stereo not given)
    · | ?
- COc1ccc(OC)c(S(=O)(=O)Nc2cc(C)on2)c1
    · | i
- Cc1ccccc1-c1nc(CS(=O)CC(=O)NCCN2CCN(Cc3ccccc3)CC2)c(C)o1 (stereo not given)
    13 | 10%
- CCN(CC)CCCNC(=O)C1CCC(=O)N(c2ccc(OC)cc2)C1c1ccc(F)cc1 (stereo not given)
    -1 | -11%
- Cc1cc(C(=O)NCC(=O)OCC(=O)N(C2CCCCC2)C2CCCCC2)ccc1[N+](=O)[O-]
    · | ?
- Cc1ccc([N+](=O)[O-])cc1S(=O)(=O)N1CCC(C)CC1
    13 | -9%
- COc1ccccc1NC(=O)COC(=O)COc1ccccc1F
    -21 | -13%
- Cc1ccc(C)c(S(=O)(=O)N2CCN(CC(=O)Nc3ccc([N+](=O)[O-])cc3)CC2)c1
    · | ?
- CCn1c(CSc2nc(C)cc(C)n2)nnc1SCC(=O)Nc1cccc2ccccc12
    · | ?
- O=C(C1CCC(CNS(=O)(=O)c2ccccc2)CC1)N1CCOCC1 (stereo not given)
    · | ?
- CN(C)c1nc(NCc2ccccc2)nc(N/N=C/c2ccc3c(c2)OCO3)n1
    · | ?
- Cc1ccc(OCC(=O)NCc2ccccn2)c(Br)c1
    · | ?
- Cc1ccn2c(Nc3ccccc3C)c(-c3ccccn3)nc2c1
    · | ?
- Fc1ccc(NC(=S)NN=C2CCCCCC2)cc1
    · | ?
- COc1ccc(C(=O)Nc2ccnn2C2CCN(C(=O)CCC(F)(F)F)CC2)cc1
    · | ?
- COc1ccc(CCC(=O)Nc2cccc(S(=O)(=O)N3CCCCCC3)c2)cc1OC
    · | ?
- O=C(COC(=O)c1cc(S(=O)(=O)N2CCOCC2)ccc1O)Nc1cc(S(=O)(=O)N2CCCC2)ccc1Cl
    5 | 8%
- COCc1c(C(=O)N(C)Cc2ccccc2N2CCCC2)oc2ccccc12
    · | -8%
- CC1CN(CC(=O)Nc2ccc(S(N)(=O)=O)cc2)CC(C)O1 (stereo not given)
    17 | -4%
- Cc1ccc(-c2c(NC(=O)c3ccco3)oc3ccccc3c2=O)cc1
    · | ?
- Cc1ccc(N(CC(=O)NC(C)c2ccccc2)S(=O)(=O)c2cccs2)cc1 (stereo not given)
    · | ?
- O=C(NCCCNC(=O)c1ccccn1)c1ccc(Br)cc1
    · | ?
- O=C(Cc1csc(Nc2nc(=S)[nH]c3ccccc23)n1)NCc1cccc(Cl)c1
    -28 | -20%
- COc1ccc(C(C)(C)C)cc1NC(=O)CCCN1C(=O)NC(C)(C)C1=O
    · | ?
- CC(NC(=O)c1ccc(Br)cc1)c1ccc2c(c1)CCCC2 (stereo not given)
    3 | -5%
- Cc1cccc2nc(CSCc3ccco3)cn12
    · | ?
- Cc1nc2ccc(NS(=O)(=O)c3ccccc3F)cc2s1
    3 | 13%
- COc1ccc(NC(=O)C2CCN(S(=O)(=O)c3cccc4cccnc34)CC2)cc1OC
    -23 | -9%
- Cc1ccc(CNC(=O)CSCc2ccccc2F)cc1
    -3 | 3%
- COc1ccc(OC)c(S(=O)(=O)N2CCC(C(=O)NC3CC3)CC2)c1
    24 | i
- Cc1cc(C)n(-c2ccc(C(=O)N3CCN(S(=O)(=O)c4ccc(C(C)C)cc4)CC3)cc2)n1
    · | ?
- Cc1cccc(NC(=O)CCNC(=O)c2ccco2)c1
    7 | 0%
- CC(=O)Nc1nc(C=C(Cl)Cl)cs1
    · | ?
- S=C(Nc1cccc(Cl)c1)Nc1ccccc1Oc1ccccc1
    · | i
- COc1ccc(O[C@H]2C=C[C@@H](c3ccccc3)O[C@@H]2COC(=O)CC/C(C)=N/OC[C@@H](O)COCc2ccco2)cc1
    · | ?
- Cc1nn(-c2ncc(C(F)(F)F)cc2Cl)c(=O)n1-c1cccc(F)c1
    · | ?
- CCc1ccc(N(C(=O)c2csnn2)C(C(=O)NC(C)(C)CC)c2cccnc2)cc1 (stereo not given)
    -10 | -12%
- COc1ccc(C(=O)NCCSc2ccccc2C)cc1
    · | ?
- O=S(=O)(c1ccc(N2CCN(S(=O)(=O)c3ccccc3)CC2)nc1)N1CCCC1
    · | ?
- COC(=O)N1C(=O)[C@](c2ccccc2)(C2CCCCC2)N1C(=O)OC
    · | ?
- S=C1N[C@H]2CCCC[C@@H]2N1
    -5 | -8%
- CN(CC(=O)NCCc1ccc(Cl)cc1)S(=O)(=O)c1cccs1
    12 | -3%
- COc1ccc(-c2cc(-c3nnc(COC(=O)c4ccc(O)cc4)o3)c3ccccc3n2)cc1OC
    · | ?
- O=C(CSc1ncn[nH]1)CSc1ncn[nH]1
    · | ?
- O=C(NCC1CCCO1)c1ccc(NC(=O)C2CC=CCC2C(=O)O)cc1 (stereo not given)
    -2 | 0%
- CC(C)(CNC(=O)c1ccc(S(=O)(=O)Nc2cccc(C(F)(F)F)c2)cc1)N1CCOCC1
    · | ?
- COc1cc(C(=O)NCc2nnc(SCC(=O)Nc3cc(C)on3)o2)cc(OC)c1OC
    5 | -1%
- CCN(CC)C(=O)C(=O)Nc1ccc(F)c(Cl)c1
    · | ?
- CC(Oc1ccccc1F)C(=O)NNC(=O)c1cc2ccccc2o1 (stereo not given)
    · | ?
- NC(=O)c1ccc(-c2ncc(-c3ccccc3)o2)cc1
    · | ?
- CN(CCO)c1nc(N)c2c(N)nc3c(c2c1C#N)CC(=O)N3C1CCCC1
    -14 | 19%
- O=C(NCCCN1CCOCC1)c1cn(-c2ccccc2)nc1-c1cccs1
    · | ?
- COc1ccc(OC)c(N2Cc3cc(C)c(C)cc3C2)c1
    · | ?
- O=c1cc(-c2ccccc2)c2cc3c(cc2[nH]1)OCCO3
    · | ?
- CC(NC(=O)C(=O)N/N=C/c1ccccc1)c1ccccc1 (stereo not given)
    · | ?

Continuation:
Values run as follows: Lipid storage S3 cell count max | Lipid storage S3
- c1ccc(N2CC3CCc4ccccc4C3=N2)cc1 (stereo not given)
    11 | 2%
- CC(=O)Nc1ccccc1NS(=O)(=O)c1cccc([N+](=O)[O-])c1
    15 | 0%
- CCn1c(SC(C)C(=O)NC2CCCC2)nc2cc(S(N)(=O)=O)ccc21 (stereo not given)
    · | ?
- CC(C(=O)Nc1ccccc1C(=O)N1CCOCC1)N(c1ccc(Cl)cc1)S(C)(=O)=O (stereo not given)
    · | ?
- Cc1csc(NC(=O)CSC2=NS(=O)(=O)c3cc(F)ccc3N2)n1
    · | 28%[0.0737 µM]
- Cc1ccc(CNC(=O)Nc2ccc(OC(F)(F)F)cc2)n1C
    · | ?
- Cc1oc2ccc(O)c(CN3CCOCC3)c2c1C(C)O (stereo not given)
    3 | -1%
- COc1ccc(OC)c(NC(=O)Cn2nc(C)c3ccccc3c2=O)c1
    · | ?
- Cc1ccc2nc3c(c(C(=O)OCC(=O)NC4CCS(=O)(=O)C4)c2c1)CCCC3 (stereo not given)
    4 | 13%
- CC(C)[C@H](NC(=O)c1ccc(Cl)c([N+](=O)[O-])c1)C(=O)O
    1 | -15%
- COc1ccc(Cl)cc1NC(=O)C(C)N1CCN(c2ccccn2)CC1 (stereo not given)
    · | ?
- Cc1ccc(NC(=O)c2cncc(Br)c2)c([N+](=O)[O-])c1
    · | ?
- COc1ccc(-c2c(-c3cc(OC)cc(OC)c3)n(C)c3ccc(-c4ccc(S(N)(=O)=O)cc4)cc23)cc1
    · | ?
- Cc1ccc(S(=O)(=O)NC2=C(N3CCN(c4ccccc4F)CC3)C(=O)c3ccccc3C2=O)cc1
    · | ?
- COc1cc2c(cc1OC)CN(C(=O)Cc1c(F)cccc1Cl)CC2
    · | ?
- Cc1c(N2C(=O)c3ccc(Br)cc3C2=O)c(=O)n(-c2ccccc2)n1C
    · | ?
- Cc1ccc(C)c(OCC(=O)O/N=C(\N)c2cccc([N+](=O)[O-])c2)c1
    · | ?
- CC1CCCCC1NC(=O)CSc1nnc(COc2ccc(Cl)cc2)o1 (stereo not given)
    29 | -20%
- CCOC(=O)c1cc(=O)n(Cc2ccccc2C)c2ccccc12
    · | ?
- COc1ccc(OC)c(S(=O)(=O)N2CCC(C(=O)NCc3cccnc3)CC2)c1
    2 | i

Arranged by the number under Lipid storage S3 cell count max (low to high): some entries from above
compound	Lipid storage S3 cell count max
COc1ccc(OC)c(S(=O)(=O)N2CCC(C(=O)NCc3cccnc3)CC2)c1	2
Cc1oc2ccc(O)c(CN3CCOCC3)c2c1C(C)O (stereo not given)	3
CC(=O)Nc1ccccc1NS(=O)(=O)c1cccc([N+](=O)[O-])c1	15

More results:
Values run as follows: Lipid storage S3 cell count max | Lipid storage S3
- COC(=O)c1ccccc1NC(=O)c1ccc2c(c1)CC(C)O2 (stereo not given)
    11 | i
- CCCCOc1ccc(C(=O)OCC(=O)N2CCOCC2)cc1
    -14 | i
- Cc1c(CC(=O)O)c(=O)oc2c(C)c(OCc3c(F)cccc3Cl)ccc12
    · | i
- COC(=O)C1=C(C)C(c2cccs2)NC(=O)N1C (stereo not given)
    11 | 2%
- FC(F)(F)c1cc(Oc2ccc(Cl)cc2)nc(-c2ccccn2)n1
    · | 24%
- COc1cc(NC(=O)CC(C)S(=O)(=O)c2cc3c(cc2C)NC(=O)CO3)cc(OC)c1OC (stereo not given)
    -7 | -21%
- CC(C)(C)c1[nH]nc2c1C(c1ccoc1)C(C#N)=C(N)O2 (stereo not given)
    8 | i
- COc1ccc(C2C(C#N)=C(C)NC3=C2C(=O)CC(C)(C)C3)cc1 (stereo not given)
    · | ?
- Nc1nc(-c2ccco2)cs1
    · | ?
- CCOC(=O)C(=CNc1cccnc1Oc1ccc(C)c2c1CCC2)C(=O)OCC
    2 | 1%
- O=S1(=O)NC(c2ccccc2)CC(CC2CCCCC2)O1 (stereo not given)
    · | ?
- CCOC(=O)C(C)NC(=O)CCc1nnc2ccc(N3CCCCC3)nn12 (stereo not given)
    13 | 9%
- COCCCNc1nc2c(c(=O)n(Cc3cccc(Br)c3)c(=O)n2C)n1C
    -10 | 15%
- O=C(O)[C@H]1CCC(=O)N1Cc1ccco1
    -28 | -19%
- O=C(CSc1ccccc1)Nc1ccc2c(c1)OCCO2
    8 | 4%
- O=C(O)c1ccc2c(c1)CCCN2
    14 | -3%
- Cc1ccc(CNC(=O)C2CC3Cn4c(nc5cc(Cl)c(Cl)cc54)C3N2C)o1 (stereo not given)
    10 | -9%

Some of the compounds tested, so the mix of outcomes need not match the whole.
